Rac1 wt GTP bind – modulators of human Rac1 wildtype GTP binding; P63000; GST-Rac1 beads, fluorescent GTP binding, flow cytometry; actives lie on both sides; 0 = cold GTP competed, 100 = untreated; GTP binding activity (% of control), % at 10 µM; hit rate 0.27% among 190,000; AID 757;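 active = GTP binding activity at least 20 points away from the 100% control level, either lower or higher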
Cdc42 wt – changes GTP binding to wildtype human Cdc42; P60953; GST-Cdc42 beads, Bodipy-GTP binding, flow cytometry; actives lie on both sides; percent activity (GTP binding), % at 10 µM; hit rate 0.2% among 190,000; AID 761;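 active = percent activity GTP binding at least 20 points away from the 100% baseline, either down as inhibitor or up as activator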;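 note: median bead fluorescence of bound Bodipy-FL-GTP at 100 nM; 0% = excess unlabeled GTP control and 100% = no compound control; below 100% means less GTP binding so inhibitor and above means activator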
Target sequence (P60953 whole entry, looked up): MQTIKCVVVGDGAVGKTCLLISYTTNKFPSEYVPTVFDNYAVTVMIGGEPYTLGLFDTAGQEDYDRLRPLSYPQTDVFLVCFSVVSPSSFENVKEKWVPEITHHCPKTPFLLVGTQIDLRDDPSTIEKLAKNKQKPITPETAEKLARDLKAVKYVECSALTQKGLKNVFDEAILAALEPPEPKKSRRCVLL
Pf gametocyte – P. falciparum stage V gametocyte viability inhibition. P. falciparum stage V gametocytes, ATP luminescence, 24 h. inhibition, % at 10.9 µM. hit rate 0.065% among 150,000. AID 743093;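 active = inhibition above the mean plus 3 SD of compounds within the control limits, set per campaign, cut at about 38% in these data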;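 note: 0% = DMSO wells and 100% = medium only without gametocytes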
Rab7 wt GTP bind – alters GTP binding to wildtype dog Rab7; GST-Rab7 beads, fluorescent GTP binding, flow cytometry; actives lie on both sides; untreated = 100%, excess cold GTP = 0%; GTP binding activity (percent of control), % at 10 µM; hit rate 0.055% among 190,000; AID 758;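 active = fluorescent GTP binding to Rab7 beads changed by at least 20 points from the 100% baseline, either direction, mostly lower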;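 note: median green fluorescence of bound Bodipy-FL-GTP per Rab7 bead population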
Mcl1-Noxa inh – disrupts binding of human Mcl-1 to Noxa peptide; inhibition, % at 21.7 µM; TR-FRET Mcl-1/Noxa peptide binding, 2 h; hit rate 1.5% among 220,000;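 active = compounds that cut the protein-peptide binding signal by more than 50% relative to plate controls in a single-dose test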;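 note: His-tagged Mcl-1 with rhodamine Noxa BH3 peptide and terbium anti-His antibody; 0% = Mcl-1 plus Noxa peptide wells and 100% = peptide-only wells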
Target sequence (Q07820 whole entry, looked up): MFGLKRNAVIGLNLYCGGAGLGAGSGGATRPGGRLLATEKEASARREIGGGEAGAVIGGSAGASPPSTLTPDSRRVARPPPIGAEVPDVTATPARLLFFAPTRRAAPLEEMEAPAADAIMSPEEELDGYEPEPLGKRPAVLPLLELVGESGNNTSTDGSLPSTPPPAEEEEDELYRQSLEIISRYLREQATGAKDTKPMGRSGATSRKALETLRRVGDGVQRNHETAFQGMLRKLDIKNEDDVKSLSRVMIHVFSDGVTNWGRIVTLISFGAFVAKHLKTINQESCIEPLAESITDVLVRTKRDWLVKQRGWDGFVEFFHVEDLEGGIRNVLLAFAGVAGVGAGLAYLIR
Rab2 wt GTP – changes GTP binding to wildtype dog Rab2A, up or down | GTP binding activity, % at 10 µM | GST-Rab2 wt beads, Bodipy-GTP binding, flow cytometry | AID 760 | P61105 | hit rate 0.19% among 190,000;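 active = GTP binding activity at least 20 points away from 100%, either lowered or raised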;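 note: 0% = beads with excess unlabeled GTP and 100% = no-compound control corrected for plate trend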
RGS8-Gao reg – regulators of human RGS8-Galphao interaction; response (percent of control binding), % at 10 µM; AID 1423; hit rate 0.34% among 220,000; multiplexed bead flow cytometry, RGS8-Galphao binding; actives lie on both sides; in the data active = response below about 60% or above about 140%; inactive = in between;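 note: Galphao activated as the GDP aluminium fluoride complex binding bead-coupled RGS8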
Target sequence (P09471 whole entry, looked up): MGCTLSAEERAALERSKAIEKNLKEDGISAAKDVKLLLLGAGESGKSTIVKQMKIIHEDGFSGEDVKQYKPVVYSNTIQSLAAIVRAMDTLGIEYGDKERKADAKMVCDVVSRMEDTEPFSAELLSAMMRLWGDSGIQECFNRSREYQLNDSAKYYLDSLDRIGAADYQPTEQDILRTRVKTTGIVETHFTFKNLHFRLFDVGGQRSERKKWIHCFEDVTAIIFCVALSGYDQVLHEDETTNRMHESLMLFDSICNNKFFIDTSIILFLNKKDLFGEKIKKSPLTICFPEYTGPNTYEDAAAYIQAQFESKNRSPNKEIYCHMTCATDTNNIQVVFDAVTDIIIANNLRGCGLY
Mcl1-Bid inh – disrupts binding of human Mcl-1 to Bid peptide; inhibition, % at 21.7 µM; Q07820; AID 1021; hit rate 0.97% among 220,000; TR-FRET Mcl-1/Bid-Dy647 peptide binding, 1536-well;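 active = compounds that cut the binding signal by more than half at the single screening dose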;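 note: His-tagged Mcl-1 with europium anti-His antibody binding Bid BH3 peptide; 0% = Mcl-1 plus peptide wells and 100% = peptide-only wells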
Rac1 mut GTP – alters GTP binding to activated mutant human Rac1. P63000. GST-Rac1 activated beads, fluorescent GTP binding, flow cytometry; actives lie on both sides; 100% means binding = to untreated wells. percent activity (GTP binding), % at 10 µM. hit rate 0.11% among 190,000;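 active = GTP binding at least 20 percentage points away from the 100% baseline, in either direction, so actives lie on both sides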
Mcl-1 Bim block – disrupts Bim peptide binding to human Mcl-1; Bead-based flow cytometry, Bim peptide-Mcl-1 binding; hit rate 0.1% among 190,000; Q07820; AID 1009; inhibition, % at 10 µM; in the data active = inhibition above about 40%;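 note: 0% = no compound tracer wells and 100% = peptide blocker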
HRas wt GTP bind – modulators of GTP binding to human HRas wildtype. AID 759. GST-Ras wt beads, Bodipy-FL-GTP binding, flow cytometry; actives lie on both sides. GTP binding activity, % at 10 µM. P01112. hit rate 0.14% among 190,000;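 active = GTP binding activity at least 20% away from the 100% baseline, either lowered as inhibitor or raised as activator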;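 note: 0% = unlabeled GTP competition control and 100% = no-compound control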
* hit, by the source's call; nt = no result given.

SMILES	Rac1 wt GTP bind	Cdc42 wt	Pf gametocyte	Rab7 wt GTP bind	Mcl1-Noxa inh	Rab2 wt GTP	RGS8-Gao reg	Mcl1-Bid inh	Rac1 mut GTP	Mcl-1 Bim block	HRas wt GTP bind
Cc1cc(SC#N)cc(C)c1NC(=O)CCl	100	100	-22	97	17	97	101	-15	99	-4	98
Clc1ccc(-n2ncc3c(NCC4CCCO4)ncnc32)cc1 (stereo not given)	106	105	nt	101	10	103	99	7	101	2	104
O=C(Cn1cnc2cc([N+](=O)[O-])ccc2c1=O)N(Cc1ccccc1)C1CCS(=O)(=O)C1 (stereo not given)	88	87	18	102	9	93	104	-21	91	-2	90
CC1(C)Cc2c(C#N)c(N3CCOCC3)nc(Cc3ccccc3)c2CO1	101	100	-12	104	-14	102	105	-21	101	0	101
COc1cc(C(=S)NC2CCCCC2)ccc1O	103	97	-4	99	15	98	99	-7	98	0	100
Cc1onc(-c2c(Cl)cccc2Cl)c1C(=O)NCCN1CCOCC1	101	102	4	100	29	100	101	-29	98	-1	101
Cc1nc2sc(C)c(C)c2c(=O)o1	106	101	nt	101	18	99	102	-5	99	-1	100
CC(=O)c1cc2c(cc1NC(=O)CCC1CCCC1)OCO2	103	103	-5	103	8	101	100	6	100	-2	101
COc1cccc2cc(-c3nnc(SCC(=O)NCc4ccccc4)n3C)oc12	99	102	nt	103	4	101	101	-24	99	2	101
O=C1c2[nH]nc(-c3ccccc3O)c2C(c2cccc(O)c2)N1Cc1ccco1 (stereo not given)	102	99	nt	97	7	100	96	3	99	0	103
O=c1cc(CSc2ccc([N+](=O)[O-])cc2)nc2sccn12	101	100	26	105	-3	101	126	2	97	0	103
CN(CC1CCCO1)S(=O)(=O)c1ccc(C(=O)NCc2ccccc2)cc1 (stereo not given)	99	97	-1	106	2	99	98	-16	96	-2	99
Cc1ccc(NC(=O)C(C)N2CCOCC2)c(C(=O)c2ccccc2)c1 (stereo not given)	102	103	nt	100	-3	100	102	-7	97	-2	101
COCCCNC(=S)N1CCCN(c2nc3c(C)c(C)ccc3cc2C#N)CC1	97	94	-9	99	-43	96	105	-34	95	4	97
Cc1cc(NC(=O)CN2CCCCC2C)nc2c1c(=O)oc1ccccc12 (stereo not given)	96	95	nt	102	-5	99	96	-2	95	0	96
O=C(NNS(=O)(=O)c1ccc(F)cc1)C1CC(c2cccnc2)=NO1 (stereo not given)	94	99	nt	97	4	98	100	-10	94	-3	96
COc1ccc(CCN(C)CCC(=O)Nc2ccc(C)cc2)cc1OC	107	104	-7	101	25	104	103	6	99	-2	103
Cc1noc(/C=C/N(C)C)c1S(=O)(=O)N1CCCC(C(=O)NCc2ccc(F)cc2)C1 (stereo not given)	90	89	nt	87	5	91	95	-10	95	-2	88
COc1cccc(NC(=O)c2ccccc2-c2nc(-c3cccc(C)c3)no2)c1	93	93	2	94	13	92	103	1	87	-2	95
C#CC[N+]1(CC#Cc2ccccc2)CCOCC1	105	104	-2	103	17	103	101	-13	101	-2	103

Reprinted at random: 3 compounds from above.
SMILES	Rac1 wt GTP bind	Cdc42 wt	Pf gametocyte	Rab7 wt GTP bind	Mcl1-Noxa inh	Rab2 wt GTP	RGS8-Gao reg	Mcl1-Bid inh	Rac1 mut GTP	Mcl-1 Bim block	HRas wt GTP bind
Cc1nc2sc(C)c(C)c2c(=O)o1	106	101	nt	101	18	99	102	-5	99	-1	100
COc1ccc(CCN(C)CCC(=O)Nc2ccc(C)cc2)cc1OC	107	104	-7	101	25	104	103	6	99	-2	103
Clc1ccc(-n2ncc3c(NCC4CCCO4)ncnc32)cc1 (stereo not given)	106	105	nt	101	10	103	99	7	101	2	104

More entries
SMILES	Rac1 wt GTP bind	Cdc42 wt	Pf gametocyte	Rab7 wt GTP bind	Mcl1-Noxa inh	Rab2 wt GTP	RGS8-Gao reg	Mcl1-Bid inh	Rac1 mut GTP	Mcl-1 Bim block	HRas wt GTP bind
N/C(=N\OS(=O)(=O)c1ccc(Cl)cc1)c1ccccn1	99	99	-19	96	17	98	98	-13	98	0	98
CC1CCCCN1CCNS(=O)(=O)c1ccc2c(c1)oc(=O)n2C (stereo not given)	106	102	-16	105	7	103	100	-50	100	0	102
CC(C)CCNC(=S)Nc1ccc([N+](=O)[O-])cc1	106	106	-28	101	17	105	98	-28	105	-10	103
CCCCSc1nc(C)[nH]c1[N+](=O)[O-]	106	104	-33	100	11	101	103	-5	102	-2	101
CCCCn1c(NC(C)=O)c(C#N)c2nc3ccccc3nc21	95	98	1	94	27	94	101	14	98	-1	97
CCOC(=O)c1c(C)nc2sc3c(=O)n(-c4ccc(C)cc4)cnc3c2c1-c1ccc(OC)cc1	100	99	nt	101	-29	99	99	-18	94	-3	101
O=C(NC1CCCCC1)/C(=N\O)c1ccccn1	106	102	-57	104	3	102	99	-31	98	-4	102
C=CC[n+]1c(C)csc1Nc1ccc(C)cc1	96	95	18	92	-10	95	102	-26	96	0	94
CCNC(=S)N/N=C/c1cccc(OCc2c(F)cccc2Cl)c1	106	103	2	99	21	102	101	-25	103	-5	101
CC(=O)c1ccc(OCCCC(=O)OCc2nnc(-c3ccc(Cl)cc3)o2)cc1	102	100	-33	95	30	103	101	-13	99	-1	101
Cc1sc2c(c1C)CN(C1CC(C)(C)NC(C)(C)C1)CN2C(=O)c1ccco1	94	97	nt	98	7	97	105	5	93	0	97
Cc1cc(C)nc(SCCn2c(N3CC(C)OC(C)C3)nc3c2c(=O)n(C)c(=O)n3C)n1 (stereo not given)	101	96	17	96	18	98	104	-13	98	-1	99
O=C(N/N=C/c1ccccc1Cl)c1ccc(F)cc1	105	102	-10	100	20	103	103	-4	101	-4	102
CCC(C)C(NC(=O)C1CCC(C)CC1)C(=O)NC(CCSC)C(=O)OC (stereo not given)	108	99	28	98	-8	100	100	-12	100	-2	102
Cc1cccc(Cc2cnc(NC(=O)CN3C(=O)/C(=C/c4ccccc4)SC3=S)s2)c1	111	105	nt	107	-6	102	103	-25	97	-1	104
CCc1c(-c2ccccc2)nc2nc(C)c(C)nn12	105	101	nt	100	1	102	101	-31	101	0	101
FC(F)(F)c1cccc(Cn2c3[n+](c4ccc(C(F)(F)F)cc42)CCCCC3)c1	93	96	-2	92	7	93	105	-23	94	0	92
Cc1[nH]c2ccccc2c1CCN(Cc1cccs1)C(=S)Nc1ccccc1	94	90	nt	99	4	94	102	-34	92	-4	93
OCCN(Cc1ccccc1)Cc1cccc(C(F)(F)F)c1	108	102	nt	104	14	102	nt	9	100	0	101
COc1ccccc1N1CCN(C(=O)CSc2nc(C)c(C)c(=O)[nH]2)CC1	92	92	-3	97	-7	96	100	-28	92	1	95
Cc1ccc(C(=O)C2CCN(CC(=O)NC3CCCCC3)CC2)cc1	101	97	nt	101	10	101	103	-28	96	3	99
Cc1ccc(NC(=O)c2cc([N+](=O)[O-])ccc2Cl)c(O)c1	100	101	9	106	12	99	104	-46	97	0	101
CC1CN=C(N(C(=O)Nc2ccccc2)c2ccc(F)cc2)S1 (stereo not given)	106	100	nt	98	9	98	98	-11	98	-1	99
Cc1sc2ncnc(SCc3ccc(C(=O)O)cc3)c2c1C	96	97	16	97	19	95	96	8	95	-3	95
CCCCP(=O)(CCCC)Cc1ccccc1O	101	101	10	97	-5	99	106	-18	99	-2	99
Cc1ccc(C)c(NC(=S)Nc2cccc3cnccc23)c1	92	94	-2	99	33	94	102	-25	93	-1	94
CCOC(=O)C1CCCN(CC(O)COc2ccccc2C(C)=O)C1 (stereo not given)	100	101	14	98	30	100	102	-13	98	-3	99
Cn1cc(Cl)c(C(=O)NNC(=S)NCc2ccco2)n1	96	96	nt	95	16	95	100	-59	95	-9	95
COc1ccc(Cl)cc1NC(=O)c1oc(C)nc1C	101	100	nt	99	5	100	103	-10	100	-3	99
CN(CC(=O)N1CCCCC1)S(=O)(=O)c1ccc(Cl)cc1	99	98	13	97	12	98	99	-13	96	1	95
Cn1cc(-c2ccno2)c(C(=O)O)n1	98	97	-11	101	1	99	101	-12	93	-2	97
CCC(Sc1ccc2nnc(-c3ccc(F)cc3)n2n1)C(=O)OC (stereo not given)	101	101	nt	99	-17	97	97	-8	100	-1	100
C(=N\n1cnnc1)/c1cn(-c2cccs2)nc1-c1ccccc1	102	95	nt	94	4	96	100	-3	98	4	97
Cc1[nH]n(-c2ccccc2)c(=O)c1C(C[N+](=O)[O-])c1ccc(Br)cc1 (stereo not given)	102	100	-15	100	1	99	90	31	100	-9	101
O=C(Nc1ccc2oc(-c3ccccc3)nc2c1)c1ccncc1	100	98	-13	99	0	100	103	-6	98	1	101
Cc1cc(C(=O)N/N=C/c2cc(Br)cc([N+](=O)[O-])c2O)c2ccccc2n1	100	97	22	97	-24	98	83	-33	97	-2	97
CCC(C)[C@H](NC(=O)Nc1ccc(Oc2ccccc2)cc1)C(=O)O (stereo not given in full)	97	97	nt	94	4	94	102	-11	95	0	97
Clc1ccc(-c2noc(COc3ccccc3)n2)cc1	98	96	nt	94	9	92	107	-4	94	-5	95
Cc1ccc(NC(=O)CN2C(=S)NC(C)(C)CC2C)cc1Cl (stereo not given)	105	100	-32	106	-4	101	102	-48	99	-1	98
CCCCNC(=O)CCn1c(=O)c2ccccc2n(Cc2ccc(F)cc2)c1=O	106	99	6	103	-5	101	104	-15	102	-3	104
COc1cc(C)c(NC(=O)C(=S)N2CCCC2)cc1C	98	96	nt	103	10	98	101	-23	95	-6	96
O=C(Nc1cc(S(=O)(=O)N2CCOCC2)ccc1N1CCCC1)c1cnccn1	100	100	-8	98	11	97	103	-4	98	-9	98
Cc1ccc(S(=O)(=O)N2CCC(=O)N(CCOCc3cccc(C)c3)CC2)cc1	108	103	-10	103	-8	102	99	6	97	-2	103
CCC(=O)Nc1cccc(NC(=S)NC(=O)Cc2ccccc2)c1	102	99	-3	100	11	101	103	-28	99	-2	101
COc1ccc(-c2n[nH]c(=S)n2Cc2ccco2)cc1	95	95	nt	96	23	98	78	-53	97	-1	96
Cc1ccc(S(=O)(=O)NCCCNS(C)(=O)=O)cc1	104	105	nt	109	-1	107	101	-14	104	-2	105
CC(C)(C)NC(=S)Nc1ccc(Nc2ccccc2)cc1	103	105	-30	104	15	101	95	-128	97	-6	102
CNC(=O)NC(=O)C(C)OC(=O)c1c(C)noc1C (stereo not given)	100	98	nt	100	-4	99	104	-7	96	4	98
COc1ccc(CNC(=O)c2c(C)cc(=O)oc2C)cc1	92	95	13	91	-5	93	106	-29	95	-29	93
Cc1cc(C(=O)CSc2nc3ccccc3c(=O)n2C)c(C)n1CC1CCCO1 (stereo not given)	101	99	nt	103	13	100	103	-49	98	2	100
Cc1ccc2[nH]c3c(=O)n(CCN4CCOCC4)cnc3c2c1	102	101	nt	100	15	100	104	-3	99	-2	102
CCSc1nc2sc3c(c2c(=O)[nH]1)CCCC3	108	103	-5	105	9	102	102	-5	99	-1	102

Bioassay records: PubChem BioAssay, several laboratories
